# Assay outcomes as filed in PubChem BioAssay.
# RNase H inhibition = RNase H inhibition, HIV 1 Gag Pol polyprotein, FRET biochemical assay, screening (AID 372) | 0.77% of 100,000 active | HIV-1 RT RNase H, FRET RNA/DNA substrate fluorescence; higher % means a stronger effect | one-dose inhibition, % at 10 µM; IC50 in µM for titrated hits; in the data active = inhibition above about 50%
# * marks the source's active call; other numbers are inactive results.
structure,RNase H inhibition
Cc1c(C(=O)Nc2ccc3c(c2)OCO3)cccc1[N+](=O)[O-],7%
O=C(O/C(=C/c1nccn1Cc1ccc(Cl)cc1)c1ccccc1)c1ccccc1,27%
Cc1ccc2nc(-c3ccc(Cl)c(NC(=O)c4cc([N+](=O)[O-])ccc4Br)c3)oc2c1,0%
CCCCN1C(=O)/C(=C\c2ccc(N(CC)CC)cc2)SC1=S,32%
O=C1NC(=Nc2ccc(Cl)cc2)SC1Cc1ccccc1 (centres undefined),22%
Cc1ccccc1C1=N/C(=C\c2ccc(Br)o2)C(=O)O1,8%
COc1ccc(C2CC(=O)C(C=Nc3ccccc3C)=C(O)C2)cc1OC (centres undefined),10%
CCOC(=O)C1=C(C)NC2=C(C(=O)CC(c3ccccc3)C2)C1c1cccc(O)c1 (centres undefined),12%
CCN(CC)C(=S)NC(=O)/C=C/c1ccc(OC)c(OC)c1,9%
O=c1/c(=C/c2cccc([N+](=O)[O-])c2)sc2n1CN(c1cccc(C(F)(F)F)c1)CN=2,14%
Cc1c(NS(=O)(=O)c2ccccc2)cccc1-c1nc2ncccc2o1,10%
CCn1c2ccccc2c2cc(CN3CCCC3)ccc21,16%
CCC(C)c1ccc(NC(=O)c2cc(C(=O)OC)cc([N+](=O)[O-])c2)cc1 (centres undefined),10%
Cc1cc(OCC(=O)Nc2cccc(I)c2)cc(C)c1Cl,0%
Cc1cc(C)c([N+](=O)[O-])cc1-c1ccc(/C=C2/Sc3ccccc3C2=O)o1,29%
COC(=O)c1ccc(/C=C2\N=C(c3ccccc3F)OC2=O)cc1,0%
O=C1N=C(N2CCN(c3ccc(Cl)cc3)CC2)S/C1=C/c1cccc([N+](=O)[O-])c1,40%
CCc1ccc(C(=O)CSC2=C(C#N)C(c3ccccc3)C(C(C)=O)=C(C)N2)cc1 (centres undefined),18%
COc1ccc(-c2cc(C(=O)Nc3c(C)cc(C)cc3C)c3ccccc3n2)cc1OC,0%
CC(Oc1cccc(Cl)c1)C(=O)Nc1ccc(C(N)=O)cc1 (centres undefined),14%
COc1ccccc1C(=O)O/N=C(\N)c1cccc([N+](=O)[O-])c1,1%
CCOC(=O)COc1ccc(C=C2C(=O)N(C)C(=S)N(C)C2=O)cc1,2%
COc1cc(C=O)ccc1OCCOCCOc1ccc([N+](=O)[O-])cc1,5%
Oc1c(Br)cc(Br)cc1C=Nc1ccc(Br)c2cccnc12,24%
COC(=O)c1cc(NC(=O)COc2c(C)cc(C)cc2Cl)cc(C(=O)OC)c1,14%
O=C1c2ccccc2N(c2ccccc2)C(=O)C1[N+](=O)[O-] (centres undefined),9%
CSc1ccc(C=Nc2ccc(S(N)(=O)=O)cc2)cc1,12%
O=C(NNc1ccc([N+](=O)[O-])cc1)c1cccs1,1%
Cc1ccccc1NC(=O)C1COc2ccccc2O1 (centres undefined),16%
O=C(CCNc1n[nH]c(=O)[nH]c1=O)N/N=C\c1ccccc1F,9%
COc1ccc(NC(=O)CN(c2cc(OC)ccc2OC)S(C)(=O)=O)cc1,0%
Fc1cccc(F)c1CSc1nnnn1-c1ccccc1,16%
Cc1c(Cl)cccc1NC(=O)C1c2ccccc2Oc2ccccc21,32%
Cc1ccc(COc2ccc(Br)cc2C=O)cc1,10%
COc1ccc(/C(N)=N/OC(=O)Cc2ccc(Cl)cc2)cc1OC,6%
CCOc1cc(C2C(C(=O)OCc3ccc(OC)cc3)=C(C)NC3=C2C(=O)CC(C)(C)C3)cc(Cl)c1O (centres undefined),8%
CCOC(=O)C1=C(C)NC2=C(C(=O)CCC2)C1c1ccc(Cl)cc1Cl (centres undefined),12%
COc1ccc(NC(=O)/C(C#N)=C/c2cc(C)n(-c3ccccc3C)c2C)cc1,8%
COC(=O)C1CCN(C(=O)c2c(-c3c(Cl)cccc3Cl)noc2C)CC1,9%
Cc1cc(=O)oc2cc(OCc3ccc(Br)cc3)ccc12,9%
Cc1ccc(C(=O)Nc2nc3ccccc3s2)c(Cl)c1,14%
O=C(CN1CCOCC1)Nc1ccc([N+](=O)[O-])cc1Cl,8%
O=C(NC(=S)Nc1ccc(Cl)c(Cl)c1)c1ccccc1Br,2%
CSC(=Nc1ccc(C)cc1)Nc1ccc(C)cc1,12%
Cc1ccc(C)c(OCCCCNCCO)c1,4%
COc1ccccc1NC(=O)c1cc(C(=O)Nc2ccccc2OC)cc(N2C(=O)CCC2=O)c1,2%
CN1CCN(C(=O)CCN2C(=O)S/C(=C/c3ccc(Cl)cc3)C2=O)CC1,5%
COc1cc(NC(=O)COc2ccc3ccccc3c2)cc(OC)c1,0%
COc1cccc(/C=N/NC(N)=S)c1OCc1ccc(Cl)cc1Cl,9%
O=C(NCc1ccccc1Cl)C(=O)Nc1cccc(Cl)c1Cl,7%

# Other entries
structure,RNase H inhibition
CSc1nc2sc3c(c2c(=O)n1C)CCC3,7%
Fc1ccc(NC(=S)N2CCCc3ccccc32)cc1,30%
Cc1ccc(-c2cc(-c3ccc4ccccc4c3O)[nH]n2)cc1,12%
Cc1cccc(N=Cc2ccc(OCc3ccccc3)cc2)c1,0%
CCOC(=O)C1=C(C)N=c2s/c(=C\c3ccc(I)o3)c(=O)n2C1c1ccccc1Cl (centres undefined),13%
COC(=O)CSc1nc2c(c(C3CC=CCC3)c1C#N)CCC2 (centres undefined),8%
Cc1cccc2c(N(C)c3ccccc3)c3ccccc3nc12,16%
COc1ccc(OC)c(NS(=O)(=O)c2ccc(NC(C)=O)cc2)c1,13%
Cc1cccc(NC(=O)c2cc(Cl)ccc2[N+](=O)[O-])c1,4%
O=C1c2cc(-c3nc(-c4cccc([N+](=O)[O-])c4)[nH]c3-c3ccccc3)ccc2-c2ccc([N+](=O)[O-])cc21,14%

# Among those listed so far, these have fluorine:
structure,RNase H inhibition
O=c1/c(=C/c2cccc([N+](=O)[O-])c2)sc2n1CN(c1cccc(C(F)(F)F)c1)CN=2,14%
COC(=O)c1ccc(/C=C2\N=C(c3ccccc3F)OC2=O)cc1,0%
O=C(CCNc1n[nH]c(=O)[nH]c1=O)N/N=C\c1ccccc1F,9%
Fc1cccc(F)c1CSc1nnnn1-c1ccccc1,16%
Fc1ccc(NC(=S)N2CCCc3ccccc32)cc1,30%

# (listing goes on)
structure,RNase H inhibition
COc1cc(NC(=O)c2sc3ccccc3c2Cl)c(OC)cc1Cl,5%
COc1ccc(NC(=O)CSc2nc3ccc(NC(=O)c4ccccc4)cc3s2)cc1,24%
COc1ccc2c(c1)OCC/C2=N\OC(=O)c1cc(OC)c(OC)c(OC)c1,7%
C/C(=N\n1cnnc1)c1cc(Cl)ccc1O,15%
Cc1cc(Cl)ccc1NS(=O)(=O)c1ccc(Cl)cc1,0%
O=C(Nc1ccc(I)cc1)c1ccccc1[N+](=O)[O-],4%
COc1ccc(-n2nc3cc(C)c(NC(=O)COc4ccc([N+](=O)[O-])cc4)cc3n2)cc1,6%
O=C(/C=C/c1ccccc1)Oc1ccc(Cl)cc1,16%
CCCCCC(=O)N/N=C(\C)c1ccc(O)cc1,7%
Cc1ccc(C2=NN(c3ccc(/C=N/NC(=O)c4ccncc4)cc3)C(c3ccc(Cl)cc3)C2)cc1 (centres undefined),22%

# Grouped by structure: the entries above with a furan ring, fused or not (3)
structure,RNase H inhibition
Cc1ccccc1C1=N/C(=C\c2ccc(Br)o2)C(=O)O1,8%
Cc1cc(C)c([N+](=O)[O-])cc1-c1ccc(/C=C2/Sc3ccccc3C2=O)o1,29%
CCOC(=O)C1=C(C)N=c2s/c(=C\c3ccc(I)o3)c(=O)n2C1c1ccccc1Cl (centres undefined),13%

# Other results:
structure,RNase H inhibition
Cc1ccc(S(=O)(=O)N2CCCC(C)C2)cc1 (centres undefined),0%
CCOc1ccc(/C=c2/sc3nc4ccccc4n3c2=O)cc1Br,9%
COc1ccc(C2C3C(=O)N(c4ccc([N+](=O)[O-])cc4)C(=O)C3N3CCCN23)cc1 (centres undefined),8%
CC(C)(C)c1cc(S(=O)(=O)Nc2ccc(C(F)(F)F)cc2)cc(C(C)(C)C)c1F,24%
CCOc1cc(C=O)cc(Br)c1OCc1cccc2ccccc12,14%
O=C(Nc1ccc(Cl)cc1)c1ccc([N+](=O)[O-])cc1,7%
Cn1c(=O)c2c(ncn2CC(=O)Nc2nc(-c3ccccc3)cs2)n(C)c1=O,17%
CCOC(=O)C1CCN(S(=O)(=O)c2ccc(F)cc2)CC1,0%
Oc1ccc(Br)cc1CN1CCC(N2CCCCC2)CC1,5%
O=C(CN(c1ccccc1)S(=O)(=O)c1ccccc1[N+](=O)[O-])Nc1ccccc1Cl,13%
CC1=NN(C(=O)c2cccc(C)c2O)C(O)(c2ccc(Cl)cc2)C1 (centres undefined),21%
COc1ccc(N(CC(=O)Nc2ccc3ccccc3c2)S(=O)(=O)c2ccc(C)cc2)cc1OC,7%
Cc1cc(=O)oc2c(I)c(OC(=O)COc3ccccc3)ccc12,9%
CCOc1ccc(C2NC(=O)NC(C)=C2C(=O)Nc2ccccc2OC)cc1 (centres undefined),3%
Oc1cccc(Nc2nc(-c3ccccc3)cs2)c1,14%
O=c1[nH]c(-c2ccc(-c3ccc(F)cc3)o2)nc2sc3c(c12)CCCC3,16%
CC(Nc1cc(=O)n(C)c(=O)n1C)c1ccccc1 (centres undefined),0%
CCc1ccc(C2Nc3ccccc3NC3=C2C(=O)CC(c2ccc(OC)c(OC)c2)C3)cc1 (centres undefined),5%
O=C(/C=C/c1cccc([N+](=O)[O-])c1)Nc1cc(C(=O)O)cc(C(=O)O)c1,1%
COC(=O)c1c(NC(=O)COc2ccc(-c3ccc(C)cc3)cc2)sc2c1C(C(=O)OC)CC2 (centres undefined),32%
COc1cc([N+](=O)[O-])ccc1-c1ccc(/C=C2\C(=O)NC(=O)N(c3ccc(C)c(C)c3)C2=O)o1,14%
CCOC(=O)C1=C(C)OC(N)=C(C#N)C1c1ccc(F)cc1F (centres undefined),6%
O=C(NC(=S)Nc1cccc(-c2nc3cc(Cl)ccc3o2)c1)c1cccc(Br)c1,7%
O=C(COc1ccc([N+](=O)[O-])cc1)NNC(=O)c1ccco1,15%
COc1ccc(-c2cc(=O)oc(-c3ccccc3OC)n2)cc1OC,20%
O=C(NCc1ccco1)Nc1ccc(Br)cc1,32%
CCN(c1ccccc1)S(=O)(=O)c1cc(Cl)ccc1Cl,0%
O=S(=O)(Oc1ccc(Br)cc1Br)c1ccc(F)cc1,8%
O=c1[nH]cnc2scc(-c3ccc(-c4ccccc4)cc3)c12,5%
O=C(Nc1ccc(Cl)cc1)Nc1nnc(-c2cccc([N+](=O)[O-])c2)s1,39%

# A draw from above in order of number of heavy atoms, rising.
structure,RNase H inhibition
O=C(NCc1ccco1)Nc1ccc(Br)cc1,32%
CCN(c1ccccc1)S(=O)(=O)c1cc(Cl)ccc1Cl,0%
O=c1[nH]cnc2scc(-c3ccc(-c4ccccc4)cc3)c12,5%
O=C(NC(=S)Nc1cccc(-c2nc3cc(Cl)ccc3o2)c1)c1cccc(Br)c1,7%
COc1cc([N+](=O)[O-])ccc1-c1ccc(/C=C2\C(=O)NC(=O)N(c3ccc(C)c(C)c3)C2=O)o1,14%

# Next part:
structure,RNase H inhibition
CCOc1ccccc1N1CCN(Cc2coc3ccccc3c2=O)CC1,17%
Cc1ccc2cc(C)c(N/N=C/c3cccs3)nc2c1,4%
c1cncc(CN2CCN(Cc3cccc4ccccc34)CC2)c1,0%
CC/C(=C\C(=O)c1ccccc1)Nc1ccc(Br)cc1,8%
CCc1ccc(C2C(C(=O)OCCc3ccccc3)=C(C)NC3=C2C(=O)CCC3)cc1 (centres undefined),11%
Cc1cc([N+](=O)[O-])ccc1NC(=O)c1cccc(N2C(=O)c3ccccc3C2=O)c1,16%
COc1ccc(NC(C)c2ccccc2)cc1 (centres undefined),0%
Cc1cc(C)n(-c2nc(C)nc(NCc3ccccc3)n2)n1,0%
N/C(=N\OC(=O)c1cccs1)c1cccc([N+](=O)[O-])c1,7%
COc1cccc(N2C(=O)C(=O)/C(=C(\O)c3ccccc3)C2c2ccc([N+](=O)[O-])cc2)c1 (centres undefined),11%
Cc1nc2ccccc2n1S(=O)(=O)c1cccc(Cl)c1Cl,40%
Cc1ccc(S(=O)(=O)N(C)CCCC(=O)Nc2cccc(C)c2)cc1,13%
Cc1ccc(S(=O)(=O)Nc2cc(C)c(O)c(Sc3n[nH]c(C)n3)c2)cc1,19%
CCOC(=O)c1c(-c2ccccc2)oc2cc(Br)c(OC(=O)c3ccco3)cc12,19%
O=C(O)CCCCCN1C(=O)C(=O)/C(=C(\O)c2ccc(Br)cc2)C1c1ccc2c(c1)OCO2 (centres undefined),0%
Cc1ccc(CC2CC2(Cl)Cl)c([N+](=O)[O-])c1 (centres undefined),4%
COc1cccc(NC(=O)c2c(C)c(-c3ccc(Cl)cc3)nc3ccccc23)c1,5%
CCCN1CCC(=NNC(=O)c2sc3cc(Cl)ccc3c2Cl)CC1,0%
COc1ccc(NC(=O)c2c(Cl)ccc(Cl)c2OC)c(OC)c1,2%
O=c1[nH]c(-c2ccc(S(=O)(=O)O)cc2)c(-c2ccc(S(=O)(=O)O)cc2)[nH]1,3%
CC1=C(C(=O)OC2CCCCCCC2)C(c2ccc(Br)cc2)NC(=O)N1 (centres undefined),48%
Cc1ccccc1CNC(=O)c1ccc(CN(c2ccccc2)S(C)(=O)=O)cc1,3%

# This is a subset; rates above refer to the full screens.
